PKA kinase inh: PKA (human) kinase inhibition; P17612; PKA Kemptide phosphorylation, Kinase-Glo ATP luminescence; inhibition, % at 6 µM; 65,000 tested, 0.1% active;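 active = inhibition above the screen-wide mean inhibition plus 3 SD, cut at about 21% in these data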; note: many of its hits are not listed in these tables
HEK293 NFkB inh: inhibitors of the PMA/ionomycin-induced NF-kB reporter in HEK293 cells; HEK-293 NF-kB luciferase reporter, luminescence; inhibition, % at 3 µM; 62,000 tested, 0.21% active; AID 465;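 active = inhibition above the mean of all tested compounds plus 3 SD, cut at about 40% in these data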;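 note: 0% = stimulated DMSO wells and 100% = 10 µM reference inhibitor 5653914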
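Timing: 1 h pretreatment, 16 h stimulation, 37 °C; system: HEK-293 cells with stable firefly luciferase reporter driven by four HIV NF-kB elements; doses: 3 µM once, 0.30% DMSO; measured by: luciferase luminescence; control set: DMSO and 10 µM reference inhibitor; repeats: single test; reagent: PMA plus ionomycin mix as NF-kB-activating stimulus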
tolC growth inh: blocks growth of E. coli BW25113 tolC mutant; OD615; 65,000 tested, 2.2% active; AID 573; growth inhibition, % at 10 µM (by protocol);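 active = growth inhibition at or above a cutoff equal to the mean over every tested compound plus 3 SD, cut at about 60% in these data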;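 note: growth measured after 20 h incubation at 37 °C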
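test system = E. coli BW25113 ΔtolC::kan bacteria | medium = LB with kanamycin 50 µg/mL | signal = OD at 615 nm | schedule = 37 °C, 20 h exposure | evaluation = % inhibition of E. coli growth | compound dosing = one dose of 10 µM final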
ROCK2 blocker: inhibitors of human Rho kinase 2; O75116; purified ROCK2, Kinase-Glo ATP depletion luminescence; inhibition, % at 6 µM; 60,000 tested, 0.35% active; AID 604;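 active = inhibition above the screen-wide mean inhibition plus 3 SD, cut at about 18% in these data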;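 note: plate controls were DMSO wells for no effect and Y-27632 control wells after no-enzyme background subtraction for full effect; many of its hits are not listed in these tables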
MMP13 inh: MMP13 (human) collagenase inhibition | P45452 | MMP-13 fTHP FRET cleavage, Mca fluorescence | inhibition, % at 4 µM | 65,000 tested, 0.07% active;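 active = inhibition above the mean of compound-free control plate wells plus 3 SD, cut at about 14% in these data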;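 note: 0% = DMSO wells and 100% = wells with reference MMP-13 inhibitor after basal subtraction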
Fluor 339 460: intrinsic fluorescence of library compounds, ex339/em460 – biochemical, MLSMR library, data from DPM-DC assay, artefact control, profiling panel. compound autofluorescence, ex339/em460 nm, NADH buffer; hits give high values; 1 = no-compound wells, NADH background. fluorescence fold increase at 10 µM. 65,000 tested, 5.5% active;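 active = at 10 µM, mean starting fluorescence two-fold or more over control wells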;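 note: signal is the first read of a kinetic run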
A340 absorber: compounds absorbing at 340 nm | compound absorbance at 340 nm, fold over control | fold change at 10 µM | 65,000 tested, under 10 active;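 active = at 10 µM dose, initial 340 nm absorbance at least 2 fold that of control wells; inactive = change under 2 fold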;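 note: initial absorbance extrapolated from kinetic A340 decline of NADH oxidation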
NADH coupling: blocks coupling enzymes of NAD/NADH assays; coupled PK/LDH NADH assays, four targets; IC50, µM (highest dose often 10 µM), for inactives: top-dose inhibition; 65,000 tested, 0.02% active;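 active = single-dose screening hits from any of four coupled enzyme assays that gave an IC50 when retested across doses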;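 note: the DPM-DC format reads NADH fluorescence rather than 340 nm absorbance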
JNK3 blocker: inhibitors of human JNK3 kinase; P53779; inhibition, % at 8 µM; purified JNK3 kinase activity, HTS; 60,000 tested, 0.61% active; in the data active = inhibition above about 17%;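 note: 0% = DMSO and 100% = reference inhibitor; many of its hits are not listed in these tables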
Target sequence (P53779 whole entry, looked up): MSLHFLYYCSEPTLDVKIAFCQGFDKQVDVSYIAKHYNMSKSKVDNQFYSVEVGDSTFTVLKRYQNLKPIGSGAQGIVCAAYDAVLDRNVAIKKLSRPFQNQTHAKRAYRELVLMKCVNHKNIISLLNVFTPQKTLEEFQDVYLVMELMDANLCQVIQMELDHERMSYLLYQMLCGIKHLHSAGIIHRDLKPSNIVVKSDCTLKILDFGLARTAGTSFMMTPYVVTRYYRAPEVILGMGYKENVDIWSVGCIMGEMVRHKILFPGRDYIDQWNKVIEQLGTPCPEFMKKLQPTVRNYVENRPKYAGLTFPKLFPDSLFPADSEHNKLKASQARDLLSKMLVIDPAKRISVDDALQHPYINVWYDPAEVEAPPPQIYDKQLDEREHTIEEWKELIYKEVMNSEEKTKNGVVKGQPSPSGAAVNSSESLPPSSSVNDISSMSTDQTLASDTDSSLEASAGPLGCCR
Numbers without * were called inactive; . = no result given; [ ] = remark or other dose. An excerpt (hit frequency here may not be typical).

Each structure is followed by: PKA kinase inh, HEK293 NFkB inh, tolC growth inh, ROCK2 blocker, MMP13 inh, Fluor 339 460, A340 absorber, NADH coupling, JNK3 blocker
Cc1ccc(N2C(=O)CC(NCc3ccc4c(c3)OCO4)C2=O)cc1Cl (stereo unspecified)
    1, 6, 2, 4, -16, 1.1, 1.1, 5%, -6
c1ccc(CNc2ccc3ccccc3n2)nc1
    6, -27, -7, 1, -10, 1.8, 1.1, 6%, -2
CCCCn1c(CNC(=O)CCC)nc2ccccc21
    11, 3, -1, 6, -4, 1.1, 0.99, 2%, -7
COC(=O)C1(C)NC(=O)c2ccccc2N1 (stereo unspecified)
    0, 27, -26, -4, -66[fluorescence artefact?], 2.1*, 1.1, 4%[fluoresces], -3
COc1ccc(NC(=O)CN2CCN(CC(=O)Nc3ccccc3F)CC2)cc1OC
    7, 8, -3, 5, 1, 1.1, 1, 3%, -8
Cc1cc(=O)[nH]c(N2CCN(Cc3ccccc3)CC2)n1
    3, 2, -3, 7, 2, 1.1, 1, 3%, 2
Clc1ccc(OCc2nc(-c3ccncc3)no2)c(Br)c1
    -1, -54, 27, 1, -10, 1.1, 1, 5%, -1
CCn1c(CC(=O)Nc2ccccc2)nnc1SCC(=O)Nc1ccccc1C(=O)OC
    -5, 13, 3, 0, -2, 1, 1, 8%, -2
COc1ccc2occ(C(=O)c3ccc(N=C(C)N(C)C)cc3)c2c1
    ., ., 0, ., ., 1.1, 1.1, 5%, .
O=C(NCCC1=CCCCC1)C1CC(=O)N(C2CCCCCC2)C1 (stereo unspecified)
    9, 19, 11, 7, -2, 1, 1, 3%, -2
CCOC(=O)N1CCN(C(=O)CCCN2C(=O)CSc3nc(C)cc(C)c32)CC1
    8, 4, -26, 4, -2, 1.1, 0.98, 13%, 5
CO[C@@]1(NC(=O)CSCC#N)C(=O)N2C(C(=O)O)=C(CSc3nnnn3C)CS[C@@H]21
    0, ., 8, 4, 7, 1, 0.96, 1%, -2
O=c1c2ccccc2c2ccccc2c(=O)n1CC1CCCO1 (stereo unspecified)
    -5, 23, 6, 2, 0, 1.1, 1.1, 3%, 3
CC1CCCC(NC(=O)CSc2nccn2C)C1C (stereo unspecified)
    -6, 7, 4, ., 3, 1.1, 1, 2%, .
CN(C)c1nc2c(c(=O)[nH]c(=O)n2C)n1Cc1ccccc1Br
    7, 10, 19, 4, 7, 1.1, 1, 6%, 1
Cc1nn(CC(=O)Nc2ccccn2)c(=O)c2ccccc12
    6, 7, -7, 8, 1, 1.1, 1, 7%, 7
Cc1[nH]nc(N=Cc2c(O)n(C)c(=O)n(C)c2=O)c1-c1ccccc1
    5, 22, 3, 0, -3, 1.4, 1.2, 7%, 9
CCCCN(CC)C(=O)C1CCC(=O)N(c2ccc(OC)cc2)C1c1ccc(OC)c(OC)c1 (stereo unspecified)
    -2, 8, -11, ., -1, 1.1, 1, 3%, .
CN(c1ccc(C(=O)N2CCCCC2)cc1)S(=O)(=O)c1ccccc1
    10, 9, -12, 9, 1, 1.1, 1, 0%, 2
COC(=O)c1c(N)nc(C)n1-c1ccc(OC)cc1
    2, -3, -11, 6, 5, 1, 0.99, 2%, 6
Cc1c(C(=O)OCC(=O)N2c3ccccc3CC2C)oc2ccccc12 (stereo unspecified)
    8, 8, 14, 6, -2, 1.1, 1, 0%, -1
Cc1cc2cc(CN(Cc3ccc4c(c3)OCO4)C(=O)c3ccco3)c(=O)[nH]c2cc1C
    13, 22, 53, 3, -6, 1.5, 1, 2%, -1
O=C(O)CC(C(=O)O)n1nc(-c2ccccc2)cc1-c1ccccc1 (stereo unspecified)
    4, 1, -14, 5, -5, 1.1, 1, 3%, 5
CCOc1ccc2nc(NCCNC(=O)CC)c(C#N)cc2c1
    -8, 10, -4, 0, -81[fluorescence artefact?], 3.8*, 1, 13%[fluoresces], -9
CC1=C(C#N)C(C)C2=C(CC(C)(C)CC2=O)N1 (stereo unspecified)
    -12, 14, -5, -3, -36, 2.1*, 1.1, 4%[fluoresces], -1
O=C(COC(=O)C1CC(=O)N(c2ccc3c(c2)OCCO3)C1)Nc1ccc2c(c1)CCC2 (stereo unspecified)
    11, 14, 11, 1, 2, 1.1, 1, 2%, 6
CCOC(=O)COc1ccc2c(c1)C(=O)CC(C)(C)O2
    9, 8, -8, ., -85[fluorescence artefact?], 4.8*, 1, 8%[fluoresces], .
Cc1ccc(C2C(C(=O)c3cccs3)=C(O)C(=O)N2CCN2CCOCC2)o1 (stereo unspecified)
    2, 23, -10, -11, 1, 1.1, 1.1, 9%, 8
CC(NC(=O)OCc1ccccc1)C(=O)OCN1C(=O)c2ccccc2C1=O (stereo unspecified)
    -7, ., 6, -2, 1, 1.1, 1, 5%, 7
CCOC(=O)N1CCN(c2c(-c3ccc(C)cc3)c(=O)c2=O)CC1
    12, 5, 2, 0, -7, 1.1, 1.1, 8%, 0
CCCCn1c(/N=C/c2cc(OC)ccc2O)nc2ccccc21
    12, 16, 24, 6, 1, 0.85, 1, 9%, -6
Cn1c(CSc2ccccc2)c(C#N)c2ccccc21
    3, -13, 6, 5, 1, 1.1, 0.97, 9%, 2
COc1ccc(CCNS(=O)(=O)c2ccc3c(c2)OCCO3)cc1OC
    3, 10, -5, ., 1, 1, 1, 0%, .
COCc1c(C(=O)OCC(=O)c2c(N)n(CC(C)C)c(=O)n(C)c2=O)oc2ccccc12
    6, 15, 43, 2, 2, 1.1, 1, 3%, -6
Clc1ccc(Cn2ncc3c(N4CCOCC4)ncnc32)cc1
    2, 4, 15, 4, 0, 1.1, 1, 4%, -5
CCOC(=O)c1c(N)sc(C(=O)N(C)C)c1C
    1, -12, -1, 5, 2, 1, 1, 7%, 11
C=CCn1c(SCn2nnc3ccccc3c2=O)nnc1C1CCCCC1
    -3, 10, 10, -2, 4, 1.1, 1.2, 3%, -8
O=C(CSc1nnc2scc(-c3ccccc3)n12)Nc1ccc2c(c1)OCCO2
    4, 12, 59, 2, 1, 1.1, 1, 6%, 6
Cc1cc(C)n(-c2ncc(-c3ccccc3)nn2)n1
    8, -3, 5, 5, 7, 1, 1.1, 11%, -1
O=C(CCn1c(=O)sc2ccccc21)NCCCn1ccnc1
    -4, 3, -16, 0, 0, 1.1, 0.99, 6%, -1
CC1(C)Cc2c(C#N)c(N)sc(=S)c2CS1
    4, 12, 6, 5, -6, 1.1, 0.96, 4%, -3
Cc1cc2cc(CN(Cc3cccs3)Cc3nnnn3CC3CCCO3)c(=O)[nH]c2cc1C (stereo unspecified)
    4, 4, 17, 2, -3, 1.4, 1.1, 5%, 3
c1coc(-c2nc3nc4ccccc4nc3n2-c2ccc3c(c2)OCCO3)c1
    -4, ., 6, 5, -3, 1.1, 1.1, 1%, -2
CCC(=O)Nc1ccc(NC(=O)c2cccc(OC)c2)nc1
    0, -2, -14, 1, -2, 1.1, 0.98, 2%, 1
O=C(NC1CCCCC1)NC1CC2CCC(C1)N2C(=O)NCc1ccccc1 (stereo unspecified)
    2, 15, -7, ., -3, 0.99, 1, 5%, .
CCOC(=O)N1CCN(Cc2cccs2)CC1
    6, 4, -10, 7, -4, 1.1, 1, 1%, 1
COc1ccc(NC(=O)CSc2nnc(C3CC3)n2N)cc1
    8, 20, -12, 5, -1, 1, 0.99, 8%, 0
Cc1cc(C(=O)O)c(S(C)(=O)=O)s1
    7, 12, -12, 8, 0, 1, 0.97, 9%, 1
COc1ccccc1N1CCN(C(=O)CSc2nc(-c3ccccc3)cc(=O)[nH]2)CC1
    6, 7, 9, 8, -8, 1, 1, 3%, -9
CC(C)c1c(O)nc(SCC(=O)Nc2ccc3c(c2)CCC3)[nH]c1=O
    -2, 18, -5, -1, 0, 1.1, 0.97, 3%, -2
CC(=O)c1cccc(NC(=O)CN(c2cccc(F)c2)S(C)(=O)=O)c1
    9, 8, -8, 8, 3, 1.1, 1, 5%, 0
O=C(COc1ccc(Cl)cc1)Nc1ccccc1N1CCOCC1
    7, 10, -4, 2, 1, 0.95, 1, 7%, 5
Cc1noc(C)c1C(=O)Nc1c(F)cc(F)cc1Br
    4, 6, -4, 4, 1, 1.1, 1, 1%, 1
Cc1ccc(N2CC(C(=O)NCCC(C)C)CC2=O)cc1 (stereo unspecified)
    4, 5, -11, 4, 4, 1, 1, 7%, 0
COc1ccc(-c2noc(C3CCCN(C(=O)CCc4ccccc4)C3)n2)cc1 (stereo unspecified)
    -2, 8, -19, -2, 2, 1, 0.96, 2%, 0
COc1cccc(-c2nc(NC(C)(C)C)c3ccccc3n2)c1O
    4, ., 16, -1, 1, 1, 1, 3%, 3
COc1cccc(N2CCN(Cc3nc(N)nc(N4CCCc5ccccc54)n3)CC2)c1
    10, 6, 37, 8, -3, 1.1, 1, 3%, 2
Cc1ccc(NCc2nnc(SCCN3CCCCC3)n2CC2CCCO2)c(C)c1 (stereo unspecified)
    0, 12, -20, 0, -5, 1, 0.95, 7%, -1
CC(C)(C)c1ccc(OCC(=O)NCc2ccco2)cc1
    7, 5, 22, -4, -12, 1, 1, 5%, 3
CC(CN1CCOCC1)C(=O)O (stereo unspecified)
    8, 17, -9, 3, 10, 1.1, 1, 7%, 0
C=CCn1c(NCCOC)nc2c1c(=O)n(C)c(=O)n2C
    1, 14, -18, 0, -2, 1.2, 1, 6%, 0
O=C(Nc1ccc2c(c1)OCCO2)C1CCN(c2nnnn2-c2ccccc2)CC1
    10, 17, -5, 0, -3, 1, 0.98, 5%, -2
Cn1c(=O)cc(SCC(=O)NCc2ccco2)c2ccccc21
    8, 7, -11, 3, -5, 1.2, 1, 6%, 8

Taken from above:
CC(=O)c1cccc(NC(=O)CN(c2cccc(F)c2)S(C)(=O)=O)c1 – Fluor 339 460 = 1.1
COCc1c(C(=O)OCC(=O)c2c(N)n(CC(C)C)c(=O)n(C)c2=O)oc2ccccc12 – Fluor 339 460 = 1.1

Bioassay records (PubChem BioAssay)
